# Screening data (PubChem)
# SUMO HTRF inh: SUMOylation inhibition. 0.36% of 290,000 active. inhibition, % at 35 µM. HTRF SUMOylation assay, SAE1/SAE2 + UBC9, in vitro; in the data active = inhibition above about 50%, passing the limit was not always enough; also: strong numbers were not always called active
# Target sequence (P63279 whole entry, looked up): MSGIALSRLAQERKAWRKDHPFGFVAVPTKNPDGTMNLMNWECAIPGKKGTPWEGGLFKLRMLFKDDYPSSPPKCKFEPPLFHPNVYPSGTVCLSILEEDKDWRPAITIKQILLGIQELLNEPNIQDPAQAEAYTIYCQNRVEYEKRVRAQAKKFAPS
# IDE inh: cellular human IDE inhibition; P14735; HEK cells, FAbetaB cleavage, fluorescence polarization; inhibition, % at 5.59 µM; 0.41% of 320,000 active; AID 434962;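 active = percent inhibition above the average of all tested compounds plus 3 SD, set per screening campaign, cut at about 16% in these data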;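 also: IDE supplied by intact live HEK cells; FP after avidin binding of uncleaved biotin substrate so inhibition keeps polarization high; 0% = DMSO wells and 100% = 60 µM reference IDE inhibitor Ii1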
# IMP-1 inh: blocks Pseudomonas aeruginosa IMP-1 metallo-beta-lactamase; purified IMP-1, nitrocefin hydrolysis, epi-absorbance fluorescence; inhibition, % at 5.6 µM; 0.45% of 290,000 active;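 active = inhibition above the mean plus 3 SD of all compounds in the same screening run, cut at about 4.5% in these data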;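 also: 0% = IMP-1 with DMSO and 100% = DMSO wells lacking enzyme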
#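 System: purified IMP-1; amount: IMP-1 0.2 nM before substrate addition; compound: single dose, 5.6 µM; times: 25 °C, 15 min preincubation, 25 min reaction; signal: Epi-absorbance via hydrolysed-nitrocefin quenching of white-plate fluorescence, 480/530 nm, EDTA stop; benchmarks: DMSO with and without IMP-1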
# VIM-2 inh: blocks Pseudomonas aeruginosa VIM-2 metallo-beta-lactamase | purified VIM-2, nitrocefin hydrolysis, epi-absorbance fluorescence | inhibition, % at 5.6 µM | 0.89% of 290,000 active;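 active = inhibition above the mean of all tested compounds plus 3 SD, cutoff set per screening run, cut at about 7.5% in these data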;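 also: red hydrolysis product quenches plate fluorescence so inhibitors raise well fluorescence; 0% = enzyme with DMSO and 100% = DMSO without enzyme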
# HCV NS3 hel inh: inhibitors of Hepatitis C virus NS3 helicase. AID 1800. inhibition, % at 10.9 µM. 0.56% of 290,000 active. NS3 helicase DNA unwinding, Cy5 molecular beacon fluorescence;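 active = inhibition above the mean of all tested compounds plus 3 SD, set per campaign, cut at about 35% in these data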;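 also: 0% = DMSO wells and 100% = thioflavine S control wells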
#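 Assay system – hepatitis C virus NS3 helicase domain fragment enzyme · Buffer or medium – MOPS pH 6.5, MgCl2, DTT, Tween20, BSA · Reagent – Cy5/quencher beacon DNA duplex and ATP to start · Compound – single 10.9 µM dose · Timing – 1 h at 25 °C · Technique – Cy5 beacon fluorescence read at start and 1 h · Measure – % inhibition of unwinding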
# pCIP destab: lowers stability of the mouse p/CIP coactivator protein; F442A p/CIP-EGFP cells, EGFP fluorescence, 16 h; Q05BA5; AID 1984; decrease of EGFP signal, % at 10 µM; 0.01% of 290,000 active;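 active = EGFP signal decrease of at least 30% at 10 µM or well 3 SD below plate mean, unless failing retest; inactive = the rest, including hits failing retest or dose response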; also: some compounds called inactive have numbers as strong as hits; many of its hits are not listed in these tables
# IDE act: boosts human insulin-degrading enzyme activity in HEK cells; P14735; FAbeta-B cleavage, fluorescence polarization; 0% vehicle, 100% cell-free pure enzyme wells; activation, % at 5.96 µM; 0.073% of 340,000 active; AID 493087;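 active = activation above the mean of all tested compounds plus 3 SD, set per screening campaign, cut at about 17% in these data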
# FID counter: counter-screen for HCV NS3 helicase inhibitors: DNA intercalator displacement; inhibition, % at 7.9 µM; AID 1845; 0.17% of 290,000 active; DNA fluorescent intercalator displacement, fluorescence; in the data active = inhibition above about 37%;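 also: 0% = vehicle and 100% = reference compound; higher means more ethidium bromide displaced from hairpin DNA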
# M18AAP inhibitor: blocks P. falciparum M18 aspartyl aminopeptidase. recombinant PfM18AAP, H-Glu-NHMec fluorogenic cleavage. inhibition, % at 7.35 µM. 1.2% of 290,000 active. AID 1822;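 active = inhibition above the campaign mean inhibition over all tested compounds plus 3 SD, cut at about 28% in these data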;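 also: 0% = plate median of test compound wells and 100% = 2 mM ZnCl2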
# Active calls of the source: *; . = not tested or not shown.
SMILES,SUMO HTRF inh,IDE inh,IMP-1 inh,VIM-2 inh,HCV NS3 hel inh,pCIP destab,IDE act,FID counter,M18AAP inhibitor
COc1ccc(N(CC(=O)NCCSCc2cccc(Cl)c2)S(C)(=O)=O)cc1,4,3,-4.1,-1.7,-9,6,-2,-27,0
Cc1ccc(N2C(=O)c3cccc4c(N)ccc(c34)C2=O)c2cccnc12,30,84*,5.7*,4.8,0,-674,-80,-1,-1
CN(CCC1CCCCO1)C(=O)CCc1nnc(CCCCc2ccccc2)o1 (configuration not stated),9,4,-1.2,0.7,-1,5,2,-36,-12
CCOc1ccc2nc(NC(=O)CN3CCC(n4nnc5cc(F)ccc54)CC3)sc2c1,-11,6,-2.5,-4.0,-33,-2,-4,-19,3
CCn1c(O)c(/C=C2\C=Nc3ccccc32)sc1=Nc1ccc(C)cc1,18,-2,-0.5,-0.9,3,-17,9,2,1
CC(C)C(=O)Nc1cccc(C(=O)NCc2ccc3c(c2)OCO3)c1,82,0,-3.2,-2.0,3,-11,3,-5,-5
COc1ccc(S(=O)(=O)NCCc2cn3nc(C)c(C)nc3n2)cc1F,22,1,-0.5,-5.0,24,-4,5,-2,-1
O=C(CCn1cnc2ccccc2c1=O)Nc1ccc(S(=O)(=O)N2CCCC2)cc1,-12,1,-0.4,2.4,-3,-12,7,0,-7
CCc1ccc(CN2CCC(n3nccc3NC(=O)c3ccccc3)CC2)o1,0,4,-3.9,-2.4,0,-12,4,-2,-28
Cc1cccc(CC(=O)Nc2ccc(C(=O)N3CCCCC3)cc2)c1,-8,5,-2.0,-0.6,1,-5,4,-35,1
Cc1c(C(=O)O)sc(=S)n1-c1ccc(Cl)cc1,-1,2,-2.5,-1.0,-2,-16,4,0,4
OCCNc1nc2ccccc2n1-c1ccccc1,-5,-7,-1.6,-0.9,0,-4,6,-1,3
CC(c1ccon1)N(C)C(=O)CCc1nnc(Cc2ccc(-c3ccccc3)cc2)o1 (configuration not stated),13,4,1.7,-0.6,-1,-5,3,-36,-3
CCN(CC)c1ccc(CNCc2cccs2)cc1,16,1,-3.2,0.6,-12,-8,-1,8,7
Cc1cc(NC2CCCCC2)nc(-c2ccccc2O)n1,27,1,-1.9,-4.4,-20,-6,5,9,6
CSC1=NCCN1C(=O)Cc1ccc(-c2ccccc2)cc1,6,2,-1.5,-4.0,-6,-39,-3,-7,4
CC(C(=O)NCC1CCCO1)N(C(=O)c1snc(C(N)=O)c1N)c1ccccc1 (configuration not stated),16,10,0.0,-2.6,5,-5,1,-11,-1
CCN(CC)C(=O)Cn1cc(C(=O)C(=O)N2CCN(c3ccccc3)CC2)c2ccccc21,8,-5,-0.5,2.6,1,-4,-3,-49,-4
CCNc1nc(Oc2ccc(C(=O)OC)cc2)nc(N(C)C)n1,-7,5,-1.3,-1.4,-1,-14,2,-12,-1
CCOC(=O)CC1C(=O)NCCN1C(=O)c1ccc(Cl)cc1 (configuration not stated),2,0,-3.0,0.4,-6,-8,-3,-3,-2
Cc1ccc(C(=O)CC2(O)C(=O)N(C)c3ccccc32)s1 (configuration not stated),8,0,-5.2,-6.6,-5,21,3,-2,5
O=C(NC1CCCN(Cc2ccc(Cl)cc2)C1)c1cccc(N2CCCC2=O)c1 (configuration not stated),4,-2,-3.5,-1.0,-1,-11,-2,-3,-1
Cc1onc(-c2ccccc2)c1C(=O)N1CCN(c2ccccc2)CC1,1,-5,-3.4,-1.5,3,-3,0,-31,3
CCOC(=O)CSc1nnnn1-c1cccc2ccccc12,22,-2,-1.5,-0.9,-5,-3,1,-10,-2

# Reprinted at random: four records from the list
SMILES,SUMO HTRF inh,IDE inh,IMP-1 inh,VIM-2 inh,HCV NS3 hel inh,pCIP destab,IDE act,FID counter,M18AAP inhibitor
Cc1ccc(C(=O)CC2(O)C(=O)N(C)c3ccccc32)s1 (configuration not stated),8,0,-5.2,-6.6,-5,21,3,-2,5
CCOC(=O)CC1C(=O)NCCN1C(=O)c1ccc(Cl)cc1 (configuration not stated),2,0,-3.0,0.4,-6,-8,-3,-3,-2
CCN(CC)C(=O)Cn1cc(C(=O)C(=O)N2CCN(c3ccccc3)CC2)c2ccccc21,8,-5,-0.5,2.6,1,-4,-3,-49,-4
CC(c1ccon1)N(C)C(=O)CCc1nnc(Cc2ccc(-c3ccccc3)cc2)o1 (configuration not stated),13,4,1.7,-0.6,-1,-5,3,-36,-3

# The listing continues.
SMILES,SUMO HTRF inh,IDE inh,IMP-1 inh,VIM-2 inh,HCV NS3 hel inh,pCIP destab,IDE act,FID counter,M18AAP inhibitor
CC(=O)c1cnc(SCC(=O)O)nc1C,1,4,-2.8,-1.8,-10,2,-3,6,4
CN(C)c1nc2n(c(=S)n1)CCS2,-1,2,-5.7,-2.0,0,-12,0,2,3
COc1ccc(OC)c(-c2csc(NC(=O)c3ccc(OCC4CCCO4)cc3)n2)c1 (configuration not stated),-47,6,-2.1,-2.8,-7,1,4,4,2
O=C(/C(N=Nc1cccc(C(F)(F)F)c1)=C(/O)c1cccs1)C(F)(F)F,-17,6,-3.0,-3.0,-2,-8,3,1,8
CCOc1ccc2nc3cc(NCc4ccc(OC)cc4)ccc3c(N)c2c1,18,-17,-1.3,-1.4,-57,-11,-1,7,17
Cc1ccc2nc(-c3ccc(NC(=S)NC(=O)CC(C)C)cc3)sc2c1,-3,-1,-3.2,-2.3,-6,-11,9,-4,-9
O=C(Nc1ccccc1)c1ccc2c(c1)OCCCO2,1,3,-0.9,-2.0,-2,0,1,-4,-2
Cn1c2c(c(=O)n(C)c1=O)C(c1ccccc1OC(F)F)C1=C(CCCC1=O)N2 (configuration not stated),.,0,-0.9,-2.3,-3,.,8,-3,0
COC(=O)c1cc(/C=C/c2ccccc2)[nH]n1,15,-5,-4.3,0.0,16,-11,3,-12,-2
COc1cccc(C(=O)NNC(=O)C2CCCO2)c1 (configuration not stated),6,3,-5.0,-2.8,8,1,3,-7,6
COc1ccc(C(=O)CSc2nnnn2C)c(OC)c1,5,-2,-0.5,-0.2,-8,-5,1,-6,-4
O=C(CCc1nc2ccccc2[nH]c1=O)OCC(=O)c1ccc(Cl)cc1,11,-2,-5.4,-1.9,-4,5,1,-4,0
CC(=O)Nc1ccccc1Nc1cc(C#N)c(C#N)cc1[N+](=O)[O-],11,5,-1.9,-1.5,2,1,4,3,2
O=C1CC(c2ccc(F)cc2)Cc2nc(N3CCOCC3)ncc21 (configuration not stated),0,7,-4.6,-1.6,-1,-2,2,-17,-2
CCc1c(O)nc(SCC(=O)Nc2ccc(OC)cc2)n(C2CCCCC2)c1=O,-3,-1,0.5,-0.2,9,2,-1,-25,-8
CCNc1nc(NC(C)C)nc(N2CC(=O)N(CC(=O)OCC)C2=N)n1,-5,3,-1.3,-3.4,-1,-13,0,-7,0
Cc1ccc(N/C=C(/C#N)c2ccsc2)cc1C,-4,-5,1.8,2.5,15,7,-1,0,5
COc1ccc(C(c2nnnn2Cc2cccs2)N2CCN(c3ccccc3F)CC2)cc1OC (configuration not stated),-8,-6,-3.6,-2.9,-2,-10,0,-7,0
CN(CCCN1CCOCC1)C(=O)c1ccc2nc(Cc3cccc(Cl)c3)oc2c1,-2,-2,-0.4,2.7,-64,16,2,5,3
CCNC(=O)CN1C(=O)NC2(CCCc3cc(OC)ccc32)C1=O (configuration not stated),3,4,-1.9,-1.4,1,-14,2,1,0
O=C(c1ccccc1)N1CCN(c2ccc([N+](=O)[O-])c(N3CCOCC3)c2)CC1,3,-2,-2.3,-0.5,-1,-1,2,-27,-3
O=C(CCCOc1ccccc1)Nc1nccs1,19,0,-4.7,0.6,-12,-12,8,2,-3
Cc1c(C)c(C)c(CN2CCCC2)c(C)c1C,20,7,-0.9,-0.4,-3,-13,3,-4,-5
Cc1sc2c(c1C)c(=O)nc1n2Cc2ccccc2-1,39,.,-1.0,3.7,-4,-30,.,-5,-6
CCOC(=O)c1cnc2c(C)c(C)ccc2c1NCCN1CCOCC1,-11,.,-2.5,8.6*,17,2,-1,15,2
CC(C)CNC(=S)NNC(=O)c1ccccc1OC(F)F,13,-2,-2.4,-4.0,-1,-1,4,2,5
COc1ccc(S(=O)(=O)NCC2CCCO2)c(Cl)c1Cl (configuration not stated),12,-4,9.2*,-1.1,-2,-11,1,-4,-11
CC(NC(=O)C1CCCN1S(=O)(=O)c1cccc2cccnc12)c1ccccc1 (configuration not stated),10,-2,-4.1,-3.8,-1,4,1,-21,5
O=C(NCCN1CCOCC1)c1nn2c(c1Cl)NC(c1ccccc1)CC2C(F)(F)F (configuration not stated),26,0,-0.5,-1.0,16,8,3,-6,-4
C=CCn1c(CCC(O)COCCCCC)n[nH]c1=S (configuration not stated),-2,0,-4.4,-1.8,5,3,5,-22,7
COCC(O)CSc1nc(C)[nH]c1[N+](=O)[O-] (configuration not stated),1,-2,-2.4,-1.4,6,-3,4,-1,1
CCN(CC)C(=O)CSc1nc2ccccc2o1,7,-1,-2.9,-3.1,19,-16,2,-10,-1
COc1ccc(N(C(=O)c2snc(C(N)=O)c2N)C(C(=O)NCC2CCCO2)c2ccc3ncccc3c2)cc1OC (configuration not stated),19,-1,-1.6,-0.7,-8,-16,-5,-34,-5
Cc1ccsc1/C=C/c1n[nH]c(=O)c(C#N)c1C,-2,1,1.2,0.3,-3,-18,1,-3,-9
Cc1ccc(N2C(=O)NC(NC(=O)c3ccc(Cl)cc3)(C(F)(F)F)C2=O)cc1 (configuration not stated),-24,6,-4.0,-2.8,-5,3,1,-8,-1
COc1ccccc1NC(=O)C1=C(C)Nc2nnnn2C1c1cccc(C)c1 (configuration not stated),6,4,-2.0,-3.2,7,0,-3,-10,15
CCCCc1cc(=O)oc2cc(C)cc(OC(C)C(=O)NCC3CCC(C(=O)O)CC3)c12 (configuration not stated),12,12,-0.6,-4.5,1,7,0,-45,1
COc1ccc(Cl)cc1NC(=O)CSc1nnc(COc2ccccc2)n1C,-2,5,-4.5,-2.9,-8,-15,-9,-17,4
O=C(COC(=O)[C@H](Cc1ccccc1)N1C(=O)c2ccccc2C1=O)Nc1ccc2c(c1)OCO2,-13,3,-3.8,-1.7,-4,-12,3,-16,6
CC(C)(C)OC(=O)NCCc1nnc(SCC(N)=O)o1,30,3,-1.4,-0.3,8,-6,2,-4,4
CCNC(=S)N/N=C/c1ccc(OCC(=O)Nc2ccc(OC)cc2)c(OC)c1,-7,5,-3.2,-6.1,1,0,2,-8,-6
CSc1ncccc1C(=O)OCc1ccc(C#N)cc1,-4,1,-3.4,-2.9,2,4,-2,-6,-5
O=C(CCC(=O)N1CCOc2ccccc21)NCCN1CCOCC1,0,1,-1.6,-3.0,10,-3,6,-8,-2
Cc1nc(NC(=O)c2oc3ccccc3c2C)sc1C(=O)N(C)C,33,-1,-1.3,1.4,-4,-5,3,-22,-2
O=C1C=C(Nc2ccccc2)CC(c2ccccc2)C1 (configuration not stated),16,-1,-5.0,-0.6,8,-8,5,-9,1
CN(C)/C=N/c1sc2c(c1C(N)=O)CCCC2,9,1,-2.7,-0.4,3,6,5,-2,0
